Dynein transport = dynein cargo transport inhibition; 3617.4 mouse cells, GR-EGFP nuclear translocation imaging; test concentration mostly 20 µM; stimulated with dexamethasone, 1 µM; active compounds read low; z-score, hits read low; 220,000 tested, 0.47% active;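 active means plate z-score of nuclear minus cytoplasmic receptor signal below a set negative limit, without overly bright fluorescence or cell loss, cut at about -3.5 in these data, passing the limit was not always enough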;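 further: z-score of nuclear minus cytoplasmic ring GR-EGFP intensity difference per well; some compounds called inactive have numbers as strong as hits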
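Medium: Induction medium lacking tetracycline, stripped serum | Probe or stimulus: 1.0 µM final dexamethasone stimulus | Schedule: 48 h induction, then 1 h compound, then 30 min agonist, 37 °C | Signal: Automated 10x imaging of fixed Hoechst-stained cells | Evaluation: Per-cell GR-EGFP intensity, nucleus versus surrounding cytoplasmic ring, well-averaged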
M17LAP inhibition = P. falciparum M17LAP inhibitors, primary screen, biochemical, fluorogenic H-Leu-NHMec substrate, 1536-well (AID 1619); 220,000 tested, 0.38% active; recombinant M17LAP, H-Leu-NHMec fluorogenic kinetic assay; higher % means a stronger effect; inhibition, % at 30 µM, or IC50 in µM where a hit was titrated;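 active means compound inhibiting the enzyme by more than half at any dose during confirmatory dose-response retesting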;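 further: plate controls were full reaction with DMSO carrier for no effect and no enzyme background for full effect; strong numbers were not always called active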
b-catenin transl = beta-catenin nuclear translocation modulation. HeLa beta-catenin nuclear translocation, immunofluorescence imaging. nuclear translocation activity, % at 5 µM. 190,000 tested, 0.3% active;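 active means nuclear translocation activity above 50% at 5 µM, with a well cell count of 50 or more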;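 further: per-cell ratio of nuclear to cytoplasmic median beta-catenin stain intensity; plate controls were DMSO negative control for no effect and GSK-3 inhibitor IX positive control for full effect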
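Test system: human HeLa cells, endogenous beta-catenin. Times: 24 h compound exposure, 37°C. Measured by: beta-catenin immunofluorescence imaging with DAPI.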
MT stabilizer = microtubule stabilizers in HeLa cells | AID 2205 | HeLa tubulin immunostaining HCS, 24 h; share of cells brighter than vehicle mean+2SD | % tubulin-high responders, % at 10 µM | 200,000 tested, 0.83% active;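 active means plate Z-score above 3 for both tubulin-high and condensed-nucleus cell shares, with cell loss under 80%, at 10 µM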;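 further: anti alpha tubulin signal scored within the nucleus-defined area of each cell; some results filed as inactive read as strong as hits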
Autophagy mod = autophagy modulation, high-content screen; MEF GFP-LC3 puncta imaging; test concentration mostly 10 µM; calls only at 10 µM (by protocol); 190,000 tested, 0.98% active; AID 463193;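 active means percentage of spot-positive cells more than 3 SD above its plate mean, without a fluorescence outlier flag or 80% toxicity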;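 further: spot-positive cell cutoff set from DMSO-treated cells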
CSM14.1 death rescue = protection against thapsigargin-triggered cell killing – 384-well, CSM14.1, ATP luminescence, primary screen (AID 1222); CSM14.1 thapsigargin-induced death rescue, ATP luminescence; higher % means a stronger effect; one-dose cellular ATP content (survival), % at 20 µM; EC50 in µM for titrated hits; 190,000 tested, under 10 active;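 active means EC50 below 50 µM in the dose-response confirmation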;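 further: death triggered by thapsigargin at about 15 µM added after 2 h compound pretreatment; cell ATP read after overnight thapsigargin exposure of roughly 18 to 22 hours; normalized against plate controls of thapsigargin alone and 5% DMSO vehicle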
Insulin prom up = MIN6 insulin promoter up-regulation; MIN6 insulin promoter-GFP reporter, high-content imaging; active compounds read high; z-score at 5 µM; 190,000 tested, 0.3% active;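 active means z-score above 3 at 5 µM with at least 500 cells counted in the well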
M1AAP inhibition = malaria alanyl aminopeptidase activity blockers – biochemical, fluorogenic H-Leu-NHMec substrate, 1536-well (AID 1445); 220,000 tested, 0.42% active; one-dose inhibition, % at 30 µM; IC50 in µM for titrated hits; recombinant M1AAP, H-Leu-NHMec fluorogenic kinetic assay; higher % means a stronger effect;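 active means primary inhibition above the hit cutoff, then over 50% inhibition at one or more dose response concentrations, cut at about 23% in these data, passing the limit was not always enough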;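 further: plate controls were DMSO full reaction for no effect and no enzyme background for full effect; strong numbers were not always called active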
K1F lysis inhibition = inhibition of K1F phage lysis, E. coli UTI89, bacterial capsule biogenesis inhibitors, alamar blue (AID 488966); E. coli UTI89 K1F phage lysis, alamar blue, 2 h; higher % means a stronger effect; 340,000 tested, 0.02% active; inhibition, % at 100 µM; hits with a dose series show IC50 in µM;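 active means phage lysis inhibition, versus mean bacterial control, above a set limit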;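 further: capsule biogenesis inhibitors block K1F phage lysis so surviving cells raise fluorescence; higher fluorescence means more inhibition of phage lysis; actives were called in the ten point dose series up to 300 µM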
Dynein transport cytoplasmic EGFP = also measured in Dynein transport; calls as there; z-score; measured here: cytoplasmic GR-EGFP intensity; active compounds read high
Dynein transport nuclear GR-EGFP = also measured in Dynein transport; calls as there; z-score; measured here: nuclear GR-EGFP intensity;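 lower value marks the stronger effect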
Dynein transport cell count = further read-out of Dynein transport, marked with its call; z-score; measured here: cell count per field
Insulin prom up cell count = recorded beside Insulin prom up, whose call it bears; cell count; measured here: cytotoxicity, nuclei count;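 total cells summed across four imaged fields per well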
b-catenin transl cell count 5 µM = second read-out of b-catenin transl, no call of its own (marks repeat the call); cell count; measured here: cell count, cytotoxicity flag
MT stabilizer Hoechst-high % = recorded beside MT stabilizer, whose call it bears; % Hoechst-high responders; measured here: nuclear condensation Hoechst responders;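 share of cells brighter than vehicle mean plus two SD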
MT stabilizer cytotoxicity % = second read-out of MT stabilizer, no call of its own (marks repeat the call); toxicity, %; measured here: cytotoxicity by cell density;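 0% = mean cell density of plate MIN control wells and 100% = no cells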
Autophagy mod cell loss 18 h = also measured in Autophagy mod; calls as there; toxicity, %; measured here: cell loss, nuclei count;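 cell loss after 18 h compound exposure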
* = called active by the depositor; i = inactive; / = no result given; [ ] = another dose, or the depositor's remark. Compounds were not picked by outcome (roughly 2.9% active in at least one column).

SMILES	Dynein transport	Dynein transport cytoplasmic EGFP	Dynein transport nuclear GR-EGFP	Dynein transport cell count	M17LAP inhibition	b-catenin transl	b-catenin transl cell count 5 µM	MT stabilizer	MT stabilizer Hoechst-high %	MT stabilizer cytotoxicity %	Autophagy mod	Autophagy mod cell loss 18 h	CSM14.1 death rescue	Insulin prom up	Insulin prom up cell count	M1AAP inhibition	K1F lysis inhibition
CCOc1ccccc1C(=O)N1CCC(n2nnc3cc(C(F)(F)F)ccc32)CC1	-0.19	-0.2	-0.26	-0.037	-1%	-1.6	1039	2.3	0.6	7.6	i	-1	4.0%	-0.33	1923	3%	0.1%
Cc1cc(/C=C2/NC(=O)NC2=O)c(C)n1-c1ccncc1	-1.6	-0.37	-0.72	1.4	-3%	-0.3	962	2.3	1.4	3.7	i	3	-0.1%	-0.4	1227	5%	0.2%
NC(=O)c1ccc(Nc2ccc([N+](=O)[O-])cc2[N+](=O)[O-])cc1	0.51	-0.0091	1	-1.2	8%	0.4	1421	4.3	2.1	3.8	i	9	2.2%	-0.04	1462	3%	-2.3%
Cc1c(N=C2N=C(NC(=O)c3ccc(F)cc3)c3ccccc32)c(=O)n(-c2ccccc2)n1C	-0.055	6.3	1.5	0.27	4%	-1.2	865	4.1	1.5	14	i	0	0.5%	2.5	1633	1%	0.1%
Cc1cccc(C)c1NC(=O)CCS(=O)(=O)c1cccc2nsnc12	-1.6	2.4	-0.24	1.1	-2%	-2.0	1052	2.0	1.1	12	i	-4	-2.4%	/	/	-5%	-0.6%
Cc1ccc(C(=O)Nc2ccc(N3CCN(S(C)(=O)=O)CC3)cc2)cc1	-0.54	-0.45	-0.21	0.9	-13%	/	/	3.0	1.7	7.3	i	-15	-0.8%	/	/	-7%	5.6%
O=C(CN1CC(c2ccccc2)CC1=O)N/N=C/c1cc(Br)ccc1O (stereo unspecified)	-0.1	-0.26	-0.026	0.25	4%	4.5	661	3.6	0.2	30	i	21	-3.6%	0.3	1327	12µM*	-14%
CC(NS(=O)(=O)/C=C/c1ccccc1)C(=O)NCCc1ccc(S(N)(=O)=O)cc1 (stereo unspecified)	-0.43	-0.22	0.16	-0.2	2%	-0.9	1069	4.3	3.5	5.5	i	-5	-0.6%	0.43	1229	6%	0.2%
Cc1ccc2nc(-c3ccc(NC(=O)COCC(=O)O)cc3)sc2c1	-0.95	-0.25	-0.71	0.9	5%	-3.1	1234	/	/	/	/	/	/	-0.64	1494	14%	0.2%
Cc1ccc(Nc2c(-c3ccccn3)nc3ccc(C)cn23)cc1	1.7	-0.3	1.6	-1.1	7%	-3.7	652	11	3.3	19	i	35	4.8%	-5	726	-6%	0.2%
CCCc1nn(C)c(C(=O)Nc2ccccc2)c1Cl	0.4	-0.24	0.13	-0.06	-7%	-2.3	959	3.7	2.0	4.1	i	0	-1.2%	/	/	1%	0.8%[50 µM]
COc1cccc(C(=O)NCC(=O)OCC(=O)Nc2ncc(Cl)cc2Cl)c1	0.092	-0.28	0.37	0.42	-3%	0.0	1073	4.9	1.8	4.3	i	4	-0.4%	-0.5	1208	-6%	0.3%
O=C(NCc1ccccc1)c1csc(-c2cccnc2)n1	0.86	-0.23	1.2	-0.47	1%	1.1	1258	/	/	/	/	/	/	-0.98	1112	-2%	0.4%
COc1ccc2nc(SCC(C)=O)c(C#N)cc2c1	1.5	0.77	1.1	-0.51	-18%	2.8	519	5.0	2.1	6.7	i	-5	-5.3%	/	/	14%	0.1%
COc1ccc2cc1Oc1ccc(cc1)C[C@H]1c3cc(c(OC)cc3CCN1C)Oc1c(OC)c(OC)cc3c1[C@H](C2)N(C)CC3	-0.27	0.44	-0.068	-2.9	5%	-0.1	1145	/	/	/	/	/	/	/	/	1%	3.6%
O=C(CP(=O)(c1ccccc1)c1ccccc1)N1CCCCC1	-0.63	-0.26	-0.52	0.84	-12%	/	/	4.3	2.8	4.2	i	-9	-2.5%	0.05	1018	2%	1.9%
Cc1ccc(S(=O)(=O)Nc2ccc(S(=O)(=O)N3CCCC3)cc2)cc1	-0.28	-0.23	0.014	0.65	-10%	1.1	767	2.7	1.6	1.2	i	-3	/	1.4	1276	0%	-0.2%
Cc1occc1-c1nnc(SCC(=O)N2CCOCC2)n1Cc1ccco1	1	-0.2	0.66	-0.036	9%	-6.7	917	1.9	4.5	16	i	19	1.6%	0.75	1207	9%	-0.2%
O=C(NC(=S)Nc1nc(-c2ccc(Br)cc2)cs1)c1cccnc1	-0.054	-0.0022	0.56	0.53	1%	-1.1	1396	2.6	2.5	9.1	i	4	2.4%	0.06	1538	-3%	6.3%
O=C1C=C(Nc2ccccc2)c2ccccc2C1=O	-0.16	-0.44	0.45	0.15	6%	3.2	1052	6.6	8.0	1.0	i	12	-0.8%	-0.3	882	12%	9.7%
CCn1cc(CNC(=O)c2cc([N+](=O)[O-])c(C)c([N+](=O)[O-])c2)cn1	-0.63	-0.26	-0.67	1.1	3%	-3.7	610	2.7	2.5	5.1	i	-4	2.9%	-0.02	1340	-1%	-0.5%[50 µM]
Cc1ccc(NC(=S)NNS(=O)(=O)c2ccc3ccccc3c2)cc1Cl	1.4	-0.27	0.58	-0.0049	-2%	-0.2	1137	8.2	2.4	1.5	i	24	0.2%	/	/	-4%	1.8%
Cc1cc(C)c2c(N)c(C(=O)c3ccc(Br)cc3)oc2n1	1.6	-0.25	0.63	-0.97	11%	7.4	982	/	/	/	/	/	/	-1.2	1243	10%	0.3%
CC(=O)C(Sc1ccc2nnc(-c3ccncc3)n2n1)C(C)=O	0.5	0.00069	0.37	-0.83	4%	4.2	1130	4.8	2.3	2.7	i	-3	-0.2%	-0.34	1146	4%	0.3%
COc1ccc(Cc2noc(CN3CCCC(OCc4ccccn4)C3)n2)cc1OC (stereo unspecified)	-0.59	-0.3	-0.47	0.89	0%	1.7	1103	1.6	2.2	1.1	i	26	-0.4%	-0.64	1382	-19%	0.1%

Reprinted at random: 2 compounds from above, in no set order.
SMILES	Dynein transport	Dynein transport cytoplasmic EGFP	Dynein transport nuclear GR-EGFP	Dynein transport cell count	M17LAP inhibition	b-catenin transl	b-catenin transl cell count 5 µM	MT stabilizer	MT stabilizer Hoechst-high %	MT stabilizer cytotoxicity %	Autophagy mod	Autophagy mod cell loss 18 h	CSM14.1 death rescue	Insulin prom up	Insulin prom up cell count	M1AAP inhibition	K1F lysis inhibition
Cc1ccc(Nc2c(-c3ccccn3)nc3ccc(C)cn23)cc1	1.7	-0.3	1.6	-1.1	7%	-3.7	652	11	3.3	19	i	35	4.8%	-5	726	-6%	0.2%
COc1cccc(C(=O)NCC(=O)OCC(=O)Nc2ncc(Cl)cc2Cl)c1	0.092	-0.28	0.37	0.42	-3%	0.0	1073	4.9	1.8	4.3	i	4	-0.4%	-0.5	1208	-6%	0.3%

Later entries
SMILES	Dynein transport	Dynein transport cytoplasmic EGFP	Dynein transport nuclear GR-EGFP	Dynein transport cell count	M17LAP inhibition	b-catenin transl	b-catenin transl cell count 5 µM	MT stabilizer	MT stabilizer Hoechst-high %	MT stabilizer cytotoxicity %	Autophagy mod	Autophagy mod cell loss 18 h	CSM14.1 death rescue	Insulin prom up	Insulin prom up cell count	M1AAP inhibition	K1F lysis inhibition
CN(C)C(=S)SCCn1c(N)nc(N(C)C)nc1=O	-0.19	-0.27	-0.13	-0.042	2%	-2.0	1330	/	/	/	/	/	/	0.1	1112	8%	0.7%
CCN(CC(=O)Nc1cccc(Br)c1)Cc1nc2ccccc2c(=O)[nH]1	1.3	-0.2	1.7	-1	19%	-2.3	1166	2.6	1.4	9.3	i	2	-1.5%	/	/	7%	-0.6%
COC(=O)c1ccc(C(=O)OC)c(NC(=S)N2CCN(c3ccc(F)cc3)CC2)c1	0.22	-0.3	-0.25	0.21	-33%	-0.3	520	3.2	2.7	13	i	-3	-2.8%	-0.45	1142	-5%	0.5%
CC1=C(C)CC(C(=O)Nc2ccc3c(c2)OCO3)C(C(=O)O)C1 (stereo unspecified)	0.6	-0.26	0.56	-0.32	8%	-0.2	936	2.1	2.1	5.0	i	20	-1.7%	0.42	1530	-1%	0.2%
C=CCNc1ccc(N2C(=O)C3CCC(C)CC3C2=O)cc1[N+](=O)[O-] (stereo unspecified)	0.23	-0.092	-0.023	0.13	6%	-5.2	1206	1.7	0.7	2.8	i	-1	-0.5%	-0.41	1258	0%	/
NC(=O)CSc1nnnn1-c1ccc2c(c1)OCCO2	0.041	-0.23	-0.12	0.75	5%	-2.2	556	4.1	2.3	3.2	i	-7	-3.4%	0.71	1183	3%	0.1%
COc1cccc(N2CCN(C3CCCC(C)C3)CC2)c1 (stereo unspecified)	-0.77	-0.26	-0.59	1.2	-6%	-1.2	1155	3.7	2.2	5.6	i	-3	-2.5%	-0.01	2012	8%	2.7%
O=C(COC(=O)C1CCN(/C=C/C(=O)C(F)(F)F)CC1)Nc1ccccc1	0.54	0.096	0.48	-0.57	6%	0.7	1070	6.5	1.6	9.2	i	19	0.3%	0.2	1492	3%	3.5%
NS(=O)(=O)c1ccc(NC(=O)COC(=O)CCC2CCCC2)cc1	0.31	-0.11	0.31	-0.12	-5%	0.7	1064	1.6	1.9	8.2	i	17	-1.7%	-0.15	1236	-2%	0.2%
COc1ccc(-c2cc(C(F)(F)F)nc(N3CCCCC3)n2)cc1OC	-0.48	-0.22	-0.29	1.6	5%	-0.6	1368	3.1	1.4	7.7	i	7	-0.9%	-0.64	1677	4%	0.1%
Cc1cc(Cl)cc(Cl)c1CNc1c([N+](=O)[O-])c(=O)oc2ccccc12	-0.25	-0.22	0.024	0.0079	12%	/	/	2.5	1.9	5.7	i	0	-3.5%	0.03	1272	9%	-4.6%
